Source: PubChem (several laboratories)
GPR35 antagonists: GPR35 antagonists blocking zaprinast-driven arrestin recruitment, primary screen, imaging, U2OS, beta-arrestin-GFP, zaprinast agonist (AID 2058) | G-protein coupled receptor 35 (Homo sapiens) | U2OS GPR35 beta-arrestin-GFP translocation imaging, zaprinast antagonism; higher % means a stronger effect | inhibition, % at 10 µM, or IC50 in µM where a hit was titrated | hit rate 0.052% among 290,000;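 active = inhibition of at least 50% with at least 30 cells and total cytoplasm GFP at most 10,000,000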
NOD1 inhibition: NOD1 signaling inhibitors, primary screen, cell-based, luminescence, uHTS (AID 1578); NOD1-driven NF-kB luciferase reporter cells, luminescence; higher % means a stronger effect; inhibition, % at 4 µM; hits with a dose series show EC50 in µM; hit rate 1% among 290,000; in the data active = inhibition mostly above about 36%, no sharp cut-off; inactive = mostly below about 34%;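 also: HEK-293T reporter cells stimulated with the NOD1 agonist gamma-tri-DAP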
West Nile virus CPE: West Nile virus antiviral activity, cell-based, CPE readout (AID 1621). one-dose CPE inhibition, % at 10 µM; IC50 in µM for titrated hits. West Nile virus-infected cells, CPE inhibition; higher % means a stronger effect. hit rate 0.02% among 290,000; in the data active = a potency from the dose series; also: strong numbers were not always called active
KOR beta-arrestin-1: KOR antagonists, beta-arrestin recruitment, cell-based, luminescence, uHTS (AID 1778) | hit rate 0.091% among 290,000 | one-dose inhibition, % at 10 µM; IC50 in µM for titrated hits | KOR beta-arrestin recruitment, luminescence, antagonist mode; higher % means a stronger effect; in the data active = inhibition above about 50%; also: strong numbers were not always called active
KOR beta-arrestin-2: KOR agonists, beta-arrestin recruitment, primary screen, cell-based, luminescence, uHTS (AID 1777). KOR beta-arrestin recruitment, luminescence; higher % means a stronger effect. hit rate 0.02% among 280,000. one-dose activation, % at 10 µM; EC50 in µM for titrated hits; in the data active = activation above about 50%, passing the limit was not always enough; also: a part of the inactive calls stands beside numbers as strong as those of hits
HIV fusion peptide: inhibitors of HIV fusion peptide binding, primary screen, biochemical, uHTS, fluorescence dequenching (AID 1986). cell-free peptide binding, fluorescence dequenching, 30 min; higher % means a stronger effect. inhibition, % at 20 µM, or IC50 in µM where a hit was titrated. hit rate 0.3% among 290,000; in the data active = inhibition mostly above about 52%, no sharp cut-off; inactive = mostly below about 76%; also: some results filed as inactive read as strong as hits
Dengue-2 NS5 capping: Dengue-2 NS5 methyltransferase inhibitors, primary screen, biochemical, confirmation dose response (AID 588689); Dengue-2 NS5 methyltransferase capping enzyme assay, biochemical; higher % means a stronger effect; inhibition, % at 25 µM, or IC50 in µM where a hit was titrated; hit rate 0.3% among 340,000; in the data active = a potency from the dose series
GPR55 antagonists: GPR55 antagonists blocking LPI-driven arrestin recruitment, primary screen, imaging, U2OS, beta-arrestin-GFP, LPI agonist (AID 2013). U2OS GPR55 beta-arrestin-GFP translocation imaging, LPI antagonism; higher % means a stronger effect. hit rate 0.13% among 290,000. inhibition, % at 10 µM, or IC50 in µM where a hit was titrated. G-protein coupled receptor 55 (Homo sapiens);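 active = spots per cell inhibited over 60%, with over 100 cells counted and total cytoplasm intensity under 500,000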;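 also: U2OS cells stably carrying GPR55 and arrestin-GFP stimulated by 5 µM LPI near EC80; imaged beta-arrestin-GFP aggregate spots per cell after agonist stimulation; plate controls were LPI-stimulated DMSO wells for no effect and DMSO wells without LPI for full effect; some results filed as inactive read as strong as hits; confirmed hits need IC50 under 10 µM and bright autofluorescent wells are also inconclusive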
GPR55 activation: GPR55 agonists via beta-arrestin recruitment, primary screen, imaging, U2OS cells, beta-arrestin-GFP redistribution (AID 1961). U2OS GPR55 beta-arrestin-GFP redistribution imaging; higher % means a stronger effect. hit rate 0.048% among 290,000. activation, % at 10 µM; hits with a dose series show EC50 in µM. G-protein coupled receptor 55 (Homo sapiens);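 active = activation above 40% with more than 50 cells counted in the well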;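 also: U2OS osteosarcoma cells stably expressing GPR55 and beta-arrestin-GFP; plate controls were DMSO negative control for no effect and LPI positive control for full effect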
Dengue-2 NS5 capping pilot replicate: also measured in Dengue-2 NS5 capping; calls as there; inhibition, %; measured here: pilot screen replicate inhibition
An asterisk follows results filed as active; / = not tested or not shown; [ ] = remark or other dose.

SMILES	GPR35 antagonists	NOD1 inhibition	West Nile virus CPE	KOR beta-arrestin-1	KOR beta-arrestin-2	HIV fusion peptide	Dengue-2 NS5 capping	GPR55 antagonists	GPR55 activation	others
COc1cc(/C=N/NC(=O)c2nonc2C)ccc1O	-11.7%	-15.0%	0.9%	33.4%	-4.5%	-1.1%	/	8.3%	0.2%
Cc1ccc(NC(=O)c2nc[nH]c2C(=O)N[C@@H](C)C(=O)OC(C)(C)C)cc1	0.3%	-8.3%	0.3%	13.4%	0.6%	-0.7%	-3.6%	3.8%	-0.2%
C/C=C/c1ccc(OCCn2nnc3ccccc32)c(OC)c1	-2.7%	-16.8%	-1.7%	-3.2%[20 µM]	-6.3%	-0.3%	-5.7%	4.9%	-0.1%
COc1ccccc1N(C)S(=O)(=O)c1ccc(C(=O)OCC(=O)N2CCCCCC2)cc1	8.1%	-6.1%	-0.4%	8.8%	-2.6%	-2.9%	3.8%	17.4%	-0.2%
Cc1cc(CCN2CCC(=O)NC2=S)ccc1OC(C)C	-5.2%	-1.1%	-0.1%	15.6%	2.0%	1.7%	-4.1%	4.8%	-0.1%
COc1ccc(C2C(C(C)=O)=C(O)C(=O)N2c2nc3ccccc3s2)cc1OC (stereo unspecified)	7.7%	-4.4%	0.9%	3.9%	-1.2%	11.9%	4.0%	-6.2%	-0.4%
CS/C(N)=N/N=C/c1cc(C)ccc1O	-7.3%	-8.2%	-0.2%	7.3%	-0.2%	-1.1%	-5.4%	-4.1%	0.0%
CC(=O)Nc1cccc(NC(=O)CCCC2CCCCC2)c1	8.8%	-11.5%	0.3%	1.9%	0.9%	0.6%	-6.5%	1.8%	0.0%
CS(=O)(=O)Nc1cccc(C2=NN(S(=O)(=O)c3ccccc3)C(c3cccs3)C2)c1 (stereo unspecified)	-10.1%	-1.5%	-0.7%	-0.2%	2.3%	1.9%	0.0%	-0.1%	0.3%
CCOC(=O)c1c(C)[nH]c(C(=O)OCc2ccc([N+](=O)[O-])cc2)c1C	3.8%	-8.5%	0.4%	-10.4%	1.6%	-0.2%	-1.6%	7.6%	-0.2%
CCN(CC)N=Nc1ccc(S(=O)(=O)N2CCSC2C(=O)O)cc1 (stereo unspecified)	22.5%	-23.0%	0.4%	-9.8%[20 µM]	/	2.8%	-9.8%	3.4%	-0.1%
Cc1ccc(F)cc1S(=O)(=O)NCc1ccc(N2CCN(C)CC2)cc1	7.5%	-3.7%	0.4%	-9.1%	8.2%	-1.2%	/	8.2%	0.0%
COc1ccc(OC)c(CCNC(=O)CCc2nnc3ccc(N4CCOCC4)nn23)c1	23.3%	-17.1%	-0.1%	-15.4%	-3.9%	-0.7%	7.0%	7.1%	0.0%
CCOC(=O)c1c(NC(=S)Nc2cc([N+](=O)[O-])ccc2OC)sc2c1CCCCC2	0.3%	10.6%	-0.6%	33.7%	-6.4%	0.9%	/	1.7%	0.1%
COc1cccc(-c2noc(-c3ccoc3C)n2)c1	-9.3%	-46.8%	1.1%	7.2%	-0.4%	-0.9%	-1.5%	9.9%	-0.2%
COc1ccccc1-c1noc(CSc2nc(C)cc(=O)[nH]2)n1	8.1%	-19.9%	-0.2%	-35.0%[20 µM]	/	-1.5%	3.0%	5.6%	-0.1%
O=C(Nc1sc2c(c1C(=O)O)CCCCC2)c1ccco1	-2.9%	-11.3%	-0.1%	21.2%	-5.7%	0.6%	0.3%	3.6%	-0.2%
O=C(NNC(=O)C1CCN(c2ncccn2)CC1)c1ccc(F)cc1	0.2%	-36.1%	-0.5%	-20.0%	-1.8%	1.0%	-13.2%	3.0%	-0.2%
COc1ccc(CCNC(=O)C2CCC(CNc3c(N4CCCC4)c(=O)c3=O)CC2)cc1OC (stereo unspecified)	-14.8%	-11.0%	0.5%	21.5%	3.6%	-2.3%	-8.9%	12.9%	-0.1%
CCOC(=O)N1CCN(S(=O)(=O)N2CCCC(C(=O)NCc3ccc(F)cc3)C2)CC1 (stereo unspecified)	9.6%	3.3%	-0.3%	-35.2%	-3.5%	-0.6%	0.9%	1.6%	0.9%

8 entries from above, ordered by length of the SMILES, lowest first.
SMILES	GPR35 antagonists	NOD1 inhibition	West Nile virus CPE	KOR beta-arrestin-1	KOR beta-arrestin-2	HIV fusion peptide	Dengue-2 NS5 capping	GPR55 antagonists	GPR55 activation	others
COc1cccc(-c2noc(-c3ccoc3C)n2)c1	-9.3%	-46.8%	1.1%	7.2%	-0.4%	-0.9%	-1.5%	9.9%	-0.2%
O=C(Nc1sc2c(c1C(=O)O)CCCCC2)c1ccco1	-2.9%	-11.3%	-0.1%	21.2%	-5.7%	0.6%	0.3%	3.6%	-0.2%
COc1ccccc1-c1noc(CSc2nc(C)cc(=O)[nH]2)n1	8.1%	-19.9%	-0.2%	-35.0%[20 µM]	/	-1.5%	3.0%	5.6%	-0.1%
O=C(NNC(=O)C1CCN(c2ncccn2)CC1)c1ccc(F)cc1	0.2%	-36.1%	-0.5%	-20.0%	-1.8%	1.0%	-13.2%	3.0%	-0.2%
CCN(CC)N=Nc1ccc(S(=O)(=O)N2CCSC2C(=O)O)cc1 (stereo unspecified)	22.5%	-23.0%	0.4%	-9.8%[20 µM]	/	2.8%	-9.8%	3.4%	-0.1%
Cc1ccc(F)cc1S(=O)(=O)NCc1ccc(N2CCN(C)CC2)cc1	7.5%	-3.7%	0.4%	-9.1%	8.2%	-1.2%	/	8.2%	0.0%
COc1ccc(OC)c(CCNC(=O)CCc2nnc3ccc(N4CCOCC4)nn23)c1	23.3%	-17.1%	-0.1%	-15.4%	-3.9%	-0.7%	7.0%	7.1%	0.0%
CCOC(=O)c1c(NC(=S)Nc2cc([N+](=O)[O-])ccc2OC)sc2c1CCCCC2	0.3%	10.6%	-0.6%	33.7%	-6.4%	0.9%	/	1.7%	0.1%

(listing goes on)
SMILES	GPR35 antagonists	NOD1 inhibition	West Nile virus CPE	KOR beta-arrestin-1	KOR beta-arrestin-2	HIV fusion peptide	Dengue-2 NS5 capping	GPR55 antagonists	GPR55 activation	others
O=C(O/N=C/C1=C(Cl)c2ccccc2CC1)c1ccc(F)cc1	-6.6%	24.3%	0.0%	-25.2%	-0.3%	-0.6%	-7.5%	5.0%	0.3%
O=C(CN1C(=O)CC(c2ccccc2)S(=O)(=O)c2ccccc21)NC1CCCC1 (stereo unspecified)	2.6%	-5.0%	-0.6%	-9.9%	-0.4%	0.4%	-0.8%	-7.8%	0.8%
Cc1ccc(C(=O)N2C(=O)C(c3ccccc3)Oc3ccccc32)cc1 (stereo unspecified)	0.2%	-2.2%	-0.5%	17.8%	-0.6%	0.3%	7.0%	12.8%	-0.1%
CC(c1ccccc1)n1c(Br)nc2c1c(=O)[nH]c(=O)n2C (stereo unspecified)	-1.5%	-23.2%	0.5%	-3.7%[20 µM]	-4.1%	0.1%	/	-2.8%	-0.3%
Cc1ccc(CC(=O)NC2CCN(C)CC2)cc1	-2.9%	15.1%	0.1%	-45.6%[20 µM]	9.4%	3.3%	-3.9%	-5.7%	0.2%
CC(/C=N/NC(=O)c1nnn(-c2nonc2N)c1CN(C)C)=C\c1ccco1	21.4%	5.2%	-0.1%	15.4%	-1.8%	-0.1%	-10.1%	-3.2%	-0.2%
Cc1ccc(C(=O)NCCSc2ccc(Cl)cc2)cc1S(=O)(=O)Nc1ccccc1	1.8%	10.9%	0.1%	-37.8%	5.4%	3.4%	-0.7%	/	-0.1%
COc1cccc2cc(C(C)N(CCCN3CCOCC3)C(=O)Nc3ccccc3)oc12 (stereo unspecified)	8.2%	-15.3%	-0.5%	6.8%	-2.7%	2.2%	-0.6%	16.6%	1.1%
Cc1nccn1CC(O)COC1CCCCC1 (stereo unspecified)	10.9%	-8.5%	0.6%	2.6%	-9.2%	1.8%	5.6%	4.9%	0.0%
O=C(c1ccccc1)c1ccc2cc(O)ccc2c1	-3.5%	-13.3%	-0.9%	16.9%	-4.9%	-0.7%	3.3%	10.8%	-0.1%
Cc1ccc(NCc2nnc(SCC(=O)c3ccc4c(c3)OCCO4)o2)c(C)c1	7.0%	-6.0%	-0.7%	30.4%	-5.3%	0.6%	1.4%	21.8%	0.0%
COc1ccc(-n2c(=S)[nH]c3sc4c(c3c2=O)CCN(C)C4)cc1	-5.6%	-5.5%	-0.1%	14.5%	1.7%	-0.5%	/	5.7%	-0.1%
CC(C)CCn1nnnc1CN1CCN(C(=O)c2ccco2)CC1	-1.9%	-35.7%	-0.2%	-14.3%	3.6%	0.8%	-4.1%	-13.8%	-0.4%
NS(=O)(=O)c1cccc(NC(=O)COC(=O)C2(c3cccc(F)c3)CCCC2)c1	-2.5%	-16.2%	-0.4%	1.0%	28.1%	0.3%	-1.4%	-0.8%	0.1%
Nn1c(SCc2nc3ccccc3[nH]2)nnc1-c1ccccc1	6.6%	15.0%	0.9%	-11.1%	7.1%	-1.0%	-2.5%	2.0%	-0.2%	Dengue-2 NS5 capping pilot replicate=-5.2
CCCn1c2c(c(O)c(C(=O)Nc3ccc(OC)cc3)c1=O)CCCC2	-3.5%	-2.1%	-0.3%	6.6%	5.1%	0.2%	-3.8%	1.6%	-0.2%
COC(=O)c1ccc(NC(=O)Cc2ccccc2)cc1	-9.8%	-29.9%	-0.3%	-10.4%	4.8%	0.6%	-8.9%	-6.3%	-0.1%
CCCN1CCC(=O)N(CCSc2ccc(OC)cc2)CC1	0.2%	-11.5%	2.3%	-3.1%	1.0%	0.9%	-0.7%	-4.0%	-0.1%
c1ccc(CN2C3=NCCCN3c3ccccc32)cc1	-3.8%	-21.5%	-0.3%	15.3%	9.8%	-0.5%	-2.0%	9.0%	-0.1%
CC(=O)Oc1ccc(/C=N/NC(=O)c2ccc(N(C)S(=O)(=O)c3ccccc3)cc2)cc1	-3.4%	-7.6%	0.0%	32.2%	-3.2%	-0.4%	8.0%	5.5%	-0.1%
CC(C)(C)c1ccc(C(=O)N/N=C/c2ccccn2)cc1	2.7%	2.8%	-0.2%	34.6%	-1.9%	2.1%	-3.3%	1.8%	-0.1%
O=C(CNC(=O)c1ccccc1Cl)N/N=C/c1ccc([N+](=O)[O-])s1	12.6%	-5.7%	-1.3%	6.8%	-5.0%	8.5%	-1.8%	14.1%	0.2%
Cc1ccc(C)c(-n2c(Cc3cccs3)n[nH]c2=S)c1	11.7%	-12.8%	-0.1%	-0.7%	-1.8%	-2.1%	8.0%	-0.7%	-0.2%
COCCNC(=O)c1onc(CSc2ccccc2F)c1C(=O)O	6.0%	/	0.3%	9.8%	-1.8%	-3.3%	0.4%	21.2%	-0.1%
Cc1cc(C)n2nc(SCc3cccc(S(=O)(=O)N(C)C)c3)nc2n1	12.3%	7.2%	-1.5%	-3.5%	-3.9%	-1.5%	2.0%	-3.9%	0.4%

Only part of the results is shown (hit frequency here may not be typical).
